SKKanGAS inh: S. pyogenes SKKanGAS growth inhibitors in kanamycin, primary screen, streptokinase expression inhibitor project, SKKanGAS strain, BacTiter-Glo luminescence; 6 h; inhibition, % at 7.5 µM; actives 1.3% (n = 300,000);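 active = mean replicate score, as percent of positive control median, at least 50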;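 also: strain carries kanamycin resistance gene driven by streptokinase promoter and grows in 40 µg/ml kanamycin; loss of luminescence reflects streptokinase promoter inhibition or plain growth inhibition; 0% = median of DMSO wells and 100% = positive control at its reference dose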
RGS4 act: RGS4 potentiators or activators, primary screen, cell-based, HEK293 M3R inducible RGS4, calcium flux | actives 0.92% (n = 310,000) | carbachol calcium flux Fluo4; active compounds read low | AID 463111, 2010 | B-score at 10 µM;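 active = B-score of the integrated calcium signal more than 4 SD below the library mean, with starting fluorescence not abnormally high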;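 also: negative B-score means reduced calcium response which marks RGS4 activation or potentiation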
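Detection: kinetic calcium fluorescence imaging with Fluo4-AM dye, 2 µM / Material: HEK293 cells with stable M3R and inducible RGS4 / Schedule: recording 10 s baseline at 1 Hz, 100 s post-agonist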
MrgX1 PAM: positive allosteric modulators of MrgX1, primary screen, HEK293 cells, Fluo-4 calcium flux; Mas-related G-protein coupled receptor member X1 (Homo sapiens), Q96LB2; FDSS; active compounds read high; B-score at 10 µM; actives 0.63% (n = 310,000); AID 588675, 2011;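 active = plate-corrected calcium response at least 3 library SD above typical, normal starting fluorescence, not activating the receptor alone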;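 also: compound read alongside a low EC10 to EC30 dose of BAM8-22 agonist; peak minus trough fluorescence over baseline measured at the second addition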
Target sequence (Q96LB2 whole entry, looked up): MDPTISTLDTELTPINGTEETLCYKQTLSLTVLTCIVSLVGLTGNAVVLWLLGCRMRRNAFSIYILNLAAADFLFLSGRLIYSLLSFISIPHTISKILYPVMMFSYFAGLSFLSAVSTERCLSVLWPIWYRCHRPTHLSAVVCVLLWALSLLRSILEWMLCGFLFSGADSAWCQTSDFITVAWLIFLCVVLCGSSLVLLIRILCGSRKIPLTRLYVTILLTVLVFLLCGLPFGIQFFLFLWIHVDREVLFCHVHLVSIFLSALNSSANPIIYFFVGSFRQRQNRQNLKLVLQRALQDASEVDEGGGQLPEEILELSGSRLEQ
TRPC6 activator: mouse TRPC6 channel activators, primary screen, cell-based, HEK293, membrane potential dye; HEK293-TRPC6 membrane potential dye fluorescence; active compounds read high; B-score at 10 µM; actives 0.13% (n = 310,000);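 active = B-score of the integrated fluorescence ratio above library mean plus 3 SD, and starting fluorescence ratio within library mean plus 5 SD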;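 also: higher score means more depolarization so channel activation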
HDAC3 inh: HDAC3 deacetylase inhibitors, primary screen, biochemical, fluorescence, cell-free homogeneous. Histone deacetylase 3 (Homo sapiens), O15379. recombinant HDAC3, fluorogenic peptide/trypsin coupled. inhibition, % at 8.3 µM. actives 0.15% (n = 320,000). AID 2718, 2010; in the data active = inhibition above about 26%, passing the limit was not always enough
Target sequence (O15379 whole entry, looked up): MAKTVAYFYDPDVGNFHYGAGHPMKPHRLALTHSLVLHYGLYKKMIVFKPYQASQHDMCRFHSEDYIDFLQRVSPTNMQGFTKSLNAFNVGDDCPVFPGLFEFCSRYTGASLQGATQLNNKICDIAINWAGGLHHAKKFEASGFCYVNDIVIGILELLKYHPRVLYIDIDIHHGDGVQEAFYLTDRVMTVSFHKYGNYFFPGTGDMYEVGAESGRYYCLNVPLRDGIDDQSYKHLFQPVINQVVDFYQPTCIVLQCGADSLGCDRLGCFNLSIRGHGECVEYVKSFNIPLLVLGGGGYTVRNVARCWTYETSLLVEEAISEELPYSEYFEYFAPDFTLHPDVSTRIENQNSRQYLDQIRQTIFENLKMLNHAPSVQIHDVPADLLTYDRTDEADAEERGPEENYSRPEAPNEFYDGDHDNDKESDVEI
RGS4 block: RGS4 inhibitors, primary screen, cell-based, HEK293 M3R inducible RGS4, calcium flux; B-score at 10 µM; Fluo-4 calcium flux; active compounds read high; triggered by carbachol at its EC20; actives 0.45% (n = 310,000); Regulator of G-protein signaling 4 (Homo sapiens), P49798;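 active = B-score, a plate-corrected calcium signal, over three deviations above library mean, with baseline fluorescence within five deviations of library mean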;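 also: RGS4 expression induced by doxycycline in cells with stable M3 receptor; B-score is computed from the integrated fluorescence ratio over baseline after carbachol; higher B-score means a larger calcium signal and so more RGS4 inhibition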
Target sequence (P49798 whole entry, looked up): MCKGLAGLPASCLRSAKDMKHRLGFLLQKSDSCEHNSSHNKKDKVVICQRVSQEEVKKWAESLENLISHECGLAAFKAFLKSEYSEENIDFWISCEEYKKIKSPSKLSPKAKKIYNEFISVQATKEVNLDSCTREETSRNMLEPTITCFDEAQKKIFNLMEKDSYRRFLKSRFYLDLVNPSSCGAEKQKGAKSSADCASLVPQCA
ANO1 activ: TMEM16A chloride channel activators or potentiators, primary screen, cell-based, HTS | Anoctamin-1 (Mus musculus), Q8BHY3 | AID 623877, 2012 | B-score at 10 µM | HEK293 TMEM16A/YFP-H148Q/I152L, iodide quench fluorescence; active compounds read low | actives 0.3% (n = 340,000);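 active = fluorescence-ratio B-score plate-corrected deviation score at least 3 library SD below zero, with starting fluorescence score within 5 deviations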;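 also: channel opened by trigger with iodide after compound preincubation; score built on the fluorescence ratio of max minus min over baseline; more negative score means more quench and so TMEM16A activation or potentiation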
MrgX1 antag: antagonists of human MrgX1 receptor, primary screen, HEK293 cells, Fluo-4 calcium flux; Mas-related G-protein coupled receptor member X1 (Homo sapiens), Q96LB2; BAM8-22 antagonism; active compounds read low; B-score at 10 µM; actives 1.3% (n = 310,000);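 active = calcium-response B-score plate-corrected more than 3 library SD below zero, starting fluorescence within 5 deviations, no agonist response on first addition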;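 also: peak minus trough fluorescence over baseline after final BAM8-22 challenge near maximal dose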
MrgX1 agonist: agonists of human MrgX1 receptor, primary screen, HEK293 cells, Fluo-4 calcium flux. Mas-related G-protein coupled receptor member X1 (Homo sapiens), Q96LB2. Fluo-4 calcium fluorescence, agonist mode; active compounds read high. B-score at 10 µM. actives 0.44% (n = 310,000). AID 588627, 2011;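 active = calcium response B-score plate-corrected fluorescence ratio at least 3 library SD, with starting fluorescence B-score inside 5 SD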
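System – MrgX1-expressing HEK293 cells · Incubation – cells plated overnight, dye loaded 0.5 h 37 °C, 0.5 h room temperature · Technique – kinetic Fluo-4 NW fluorescence of intracellular calcium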
TMEM16A inh: TMEM16A chloride channel inhibitors, primary screen, cell-based, HTS; HEK293 TMEM16A/YFP iodide influx fluorescence, ionomycin; actives 1.2% (n = 310,000); normalized B-score (activity score, 25-100; higher = stronger inhibition) at 10 µM;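 active = ratio plate-corrected score three or more library SD toward inhibition, starting fluorescence score within five deviations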;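 also: score derived from kinetic fluorescence span divided by baseline fluorescence per well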
TRPC6 inhibitor: mouse TRPC6 channel inhibitors, primary screen, cell-based, HEK293, membrane potential dye. actives 1.1% (n = 310,000). B-score at 10 µM. Short transient receptor potential channel 6 (Mus musculus), Q61143. ACh-evoked depolarization; active compounds read low;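 active = B-score under library mean minus 3 SD, initial fluorescence not abnormally high, positive integrated signal ratio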;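 also: B-score derived from integrated fluorescence ratio over the kinetic read; more negative B-score means stronger inhibition of depolarization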
Starred values were filed as active, the others as inactive; i = inactive; / = no result given.

Molecule | MrgX1 antag | ANO1 activ | MrgX1 PAM | TMEM16A inh | SKKanGAS inh | RGS4 block | TRPC6 activator | MrgX1 agonist | TRPC6 inhibitor | RGS4 act | HDAC3 inh
O=C(CSCc1ccc([N+](=O)[O-])cc1)Nc1ccccc1C(=O)O | i | i | i | i | 10.4 | i | i | i | i | i | -4.7
Cc1ccc(S(=O)(=O)NCc2ccc(C(=O)N3CCN(c4ccc([N+](=O)[O-])cc4)CC3)cc2)cc1 | i | i | i | i | -6.6 | i | i | i | i | i | -2.5
COc1ccc(NC(=O)COC(=O)c2cc(SC)ccc2Cl)c(OC)c1 | i | i | i | i | -4.1 | i | i | i | i | i | -0.4
O=C(O)c1ccc(/C=N/n2cc(-c3ccccc3)[nH]c2=S)cc1 | i | i | i | i | 4.1 | i | i | i | i | i | 9.3
Cc1ccc(NC(=O)COC(=O)c2sccc2C)cc1S(=O)(=O)N1CCOCC1 | i | i | i | i | -1.5 | i | i | i | i | i | -5.4
CC1(C)CC(=O)/C(=C(\O)Cc2ccccc2)C(=NCCCCCC(=O)O)C1 | i | i | i | i | -9.0 | i | i | i | i | i | -3.9
NC(=O)c1cc(-c2ccccc2)nc(Oc2ccccc2)n1 | i | i | i | i | -3.3 | i | i | i | i | i | 0.4
Cc1cc(C(=O)NC(=S)Nc2ccccc2N2CCCC2)ccc1[N+](=O)[O-] | i | i | i | i | -7.9 | i | i | i | i | i | 1.5
O=C(NCCCN1CCOCC1)c1cnn2c(-c3ccccc3)cc(-c3ccccc3)nc12 | i | i | i | i | 3.4 | i | i | i | i | i | -13.8
O=C(CSc1ncn[nH]1)N1CCN(c2nnc(-c3ccccc3)c3ccccc23)CC1 | i | i | i | i | -1.7 | i | i | i | i | i | 1.4
Cc1ccc(C)c(NS(=O)(=O)c2ccc3c(c2)NC(=O)CO3)c1 | i | i | i | i | -5.6 | i | i | i | i | i | /
O=C(NNc1nc2ccccc2s1)Nc1ccccc1 | i | i | i | i | -2.7 | i | i | i | i | i | 1.2
CNC(=S)N(CCO)Cc1cc2cc3c(cc2[nH]c1=O)OCCO3 | i | i | i | i | -12.6 | i | i | i | i | i | 20.7
CSc1ccn(CCC(=O)O)c(=O)n1 | i | i | i | i | 0.8 | i | i | i | i | i | 2.8
CCOC(=O)N1CCN(C(=O)c2ccc(S(=O)(=O)Nc3cccc(C(F)(F)F)c3)cc2)CC1 | i | i | i | i | -1.3 | i | i | i | i | i | 10.2
O=C(Nc1ccc(F)cc1)C(=O)c1c(O)[nH]c2ccc([N+](=O)[O-])cc12 | i | i | i | i | -1.5 | i | i | i | i | i | 1.8
COCCNc1oc(-c2cccs2)nc1S(=O)(=O)c1ccc(C)cc1 | i | i | i | i | -4.7 | i | i | i | i | i | 1.3
COc1ccccc1C1C2=C(COC2=O)Nc2cc3c(cc21)OCO3 (stereo unspecified) | i | i | i | i | -2.1 | i | i | i | i | i | 2.5
Cc1csc(NC(=O)CCc2ccc(S(=O)(=O)N3CCOCC3)cc2)n1 | i | i | i | i | -21.8 | i | i | i | i | i | 0.4
COc1ccc(CCNC(C)C(=O)Nc2ccc(S(N)(=O)=O)cc2)cc1 (stereo unspecified) | i | i | i | i | 2.8 | i | i | i | i | i | -1.6
CCCCSc1nc2c(c(=O)n1CC)SC(C)C2 (stereo unspecified) | i | i | i | i | -4.7 | i | i | i | i | i | /
O=CN(c1ccccc1)c1ccc2ccccc2c1 | i | i | i | i | 4.1 | i | i | i | i | i | 2.5
Cc1ccoc1C(=O)NCCCNC(=O)c1occc1C | i | i | i | i | 2.8 | i | i | i | i | i | 5.6
O=C(CNC(=O)c1ccccc1F)N/N=C/c1cc(Br)ccc1OC(=O)/C=C/c1ccco1 | i | i | i | i | 1.8 | i | i | i | i | i | 9.9
Cn1c(CC(=O)Nc2ccccc2C(F)(F)F)c(Sc2ccccc2)c2ccccc21 | i | i | i | i | -1.2 | i | i | i | i | i | 1.8
O=Cc1ccc2noc(-c3ccc(Cl)cc3)c2c1 | i | i | i | i | 0.2 | i | i | i | i | i | -1.0
NC(=O)CCC(NC(=S)Nc1ccccc1)C(=O)O (stereo unspecified) | i | i | i | i | -5.2 | i | i | i | i | i | -8.2
O=C(CN1C(=O)S/C(=C\c2cccc(Cl)c2)C1=O)NCCCn1ccnc1 | i | i | i | i | -3.2 | i | i | i | i | i | 0.1
Cc1cccc(NS(=O)(=O)c2ccc3c(c2)CCC(=O)N3)c1 | i | i | i | i | 3.5 | i | i | i | i | i | -3.7
CCN(CCCNC(=O)COc1cc(=O)n(CC)c2ccccc12)Cc1ccccc1 | i | i | i | i | 8.6 | i | i | i | i | i | 6.0
COc1cnc(-c2cccc(C(F)(F)F)c2)[nH]c1=O | i | i | i | i | -7.6 | i | i | i | i | i | 7.1
CC(=O)Oc1ccc2cc(-c3nc4ccccc4n3C)c(=O)oc2c1 | i | i | i | i | -6.7 | i | i | i | i | i | -24.8
CCCCCNC(=O)Cn1c(=O)c2c(ncn2CC(C)C)n(Cc2ccccc2)c1=O | i | i | i | i | -2.3 | i | i | i | i | i | -4.6
CCCC[C@H]1COCCS(=O)(=O)N1Cc1cccc(F)c1 | i | i | i | i | -0.2 | i | i | i | i | i | -8.7
Cc1ccc(S(=O)(=O)NC2CCCC2)cc1C | i | i | i | i | 1.8 | i | i | i | i | i | 1.5
CC1CN(C(=O)CCC(=O)NCc2ccccn2)c2ccccc2O1 (stereo unspecified) | i | i | i | i | 0.2 | i | i | i | i | i | -0.2
COc1cc(/C=N/NC(=O)c2ccc(Cl)cc2)ccc1OCC(=O)N1CC(C)OC(C)C1 (stereo unspecified) | i | i | i | i | / | i | i | i | i | i | 14.3
O=C(CO/N=C/c1ccccc1)N1c2ccccc2Oc2ccccc21 | i | i | i | i | 0.3 | i | i | i | i | i | 5.8
CCC(C)(C)c1ccc(OCCCC[n+]2ccccc2)c(C(C)(C)CC)c1 | i | i | i | i | / | i | i | i | i | i | 7.3
Cc1cc(C)c2c(=O)cc(C(F)(F)F)oc2n1 | i | i | i | i | -9.2 | i | i | i | i | i | 2.1
CCn1c(=O)c2sccc2n(Cc2cccc(C)c2)c1=O | i | i | i | i | 3.1 | i | i | i | i | i | -4.2
Cc1ccc(NC(=O)CN2CCCCC2)c2c1CC(C)(C)O2 | i | i | i | i | -16.2 | i | i | i | i | i | -2.4
CCN(CC)C(=O)c1csc(Nc2ccc(C)cc2)n1 | i | i | i | i | / | i | i | i | -5.85* | i | 4.4
Cc1nccc(-c2cc(-c3ccc(Cl)cc3Cl)no2)n1 | i | i | i | i | -0.7 | i | i | i | i | i | 4.7
CCN(C1CCCCC1)S(=O)(=O)CCNC(=O)c1ccc2c(c1)OCO2 | i | i | i | i | 3.3 | i | i | i | i | i | 0.1
OCCN(CCO)c1nc2ccccc2[nH]1 | i | i | i | i | 1.2 | i | i | i | i | i | 10.7
C=CCn1c(SCC(=O)c2ccc(CNC(C)=O)o2)nc2scc(C3CC3)c2c1=O | i | i | i | i | 17.7 | i | i | i | i | i | 11.3
C=C(Br)CN1CCN(CC(=C)Br)CC1 | i | i | i | i | 4.0 | i | i | i | i | i | -3.7
NC(=O)c1cc(S(=O)(=O)N2CCN(c3ccc([N+](=O)[O-])cc3)CC2)cs1 | i | i | i | i | -5.3 | i | i | i | i | i | 2.8
Cc1nc(C)n(CC(O)COc2ccc3cc(Br)ccc3c2)n1 (stereo unspecified) | i | i | i | i | / | i | i | i | i | i | 5.7
COc1ccccc1OCCCn1c(C)c(C#N)c2ccccc21 | i | i | i | i | 61.8* | i | i | i | i | i | -1.4
CN(CC(=O)Nc1ccc(N2CCOCC2)cc1)C(=O)c1cc(S(=O)(=O)N(C)C)ccc1Cl | i | i | i | i | 8.5 | i | i | i | i | i | 1.3
COc1ccc(C(=O)N/N=C/c2ccc(SC)cc2)cc1 | i | i | i | i | -10.3 | i | i | i | i | i | 1.8
Cc1ccc(C)n1-c1nc(=S)[nH][nH]1 | i | i | i | i | -5.3 | i | i | i | i | i | 2.2
COc1cc(O)c2c(=O)cc(-c3ccccc3)oc2c1 | i | i | i | i | -8.1 | i | i | i | i | i | -3.4
COC(=O)N/N=C/c1cc(C)n(-c2ccccc2)c1C | i | i | i | i | 0.3 | i | i | i | i | i | /

Remaining list, next part.
Molecule | MrgX1 antag | ANO1 activ | MrgX1 PAM | TMEM16A inh | SKKanGAS inh | RGS4 block | TRPC6 activator | MrgX1 agonist | TRPC6 inhibitor | RGS4 act | HDAC3 inh
COc1ccc(Br)c(/C=N/NC(=O)COc2ccc(-c3ccccc3)cc2)c1 | i | / | i | i | 17.8 | i | i | i | i | i | 17.3
N#CCC(=O)Nc1ccc(C(=O)NCC(c2ccco2)N2CCCCC2)cc1 (stereo unspecified) | i | i | i | i | 3.4 | i | i | i | i | i | 5.1
Cc1sc2c(c1C)C(=O)/C(=C\Nc1ccncc1)S(=O)(=O)N2C | i | i | i | i | -3.9 | i | i | i | i | i | -7.6
CS(=O)(=O)Nc1ccc(C2=NN(S(=O)(=O)c3ccc(F)cc3)C(c3ccco3)C2)cc1 (stereo unspecified) | i | i | i | i | 0.2 | i | i | i | i | i | -0.5
O=C(CSc1ccccc1C(=O)O)NCc1ccco1 | i | i | i | i | -1.7 | i | i | i | i | i | -2.4
Cc1cc(C)nc(N/N=C/c2c[nH]c3ccccc23)n1 | i | i | i | i | -0.2 | i | i | i | i | i | 10.4
CCOC(=O)C(Cc1ccccc1)(Cc1ccccc1)C(C)=O | i | i | i | i | 27.0 | i | i | i | i | i | 1.6
COc1ccc(CNC(=O)c2cc(-c3cccs3)on2)cc1 | i | i | i | i | 0.8 | i | i | i | i | i | /
O=S(=O)(c1ccc(NC(=S)NCCc2ccccc2)cc1)N1CCOCC1 | i | i | i | i | 2.6 | i | i | i | i | i | 5.1
CSC1=N/C(=C\c2ccccc2F)C(=O)S1 | i | i | i | i | -0.6 | i | i | i | i | i | -2.0

Bioassay records: PubChem BioAssay, several laboratories
